MITF inh: MITF inhibitors, primary screen, biochemical, AlphaScreen, human. inhibition, % at 2.6 µM. Microphthalmia-associated transcription factor (Homo sapiens), O75030. hit rate 0.91% among 650,000. AlphaScreen MITF homodimerization, bead proximity signal; in the data active = inhibition above about 50%;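 also: 0% = vehicle wells with protein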
Target sequence (O75030 whole entry, looked up): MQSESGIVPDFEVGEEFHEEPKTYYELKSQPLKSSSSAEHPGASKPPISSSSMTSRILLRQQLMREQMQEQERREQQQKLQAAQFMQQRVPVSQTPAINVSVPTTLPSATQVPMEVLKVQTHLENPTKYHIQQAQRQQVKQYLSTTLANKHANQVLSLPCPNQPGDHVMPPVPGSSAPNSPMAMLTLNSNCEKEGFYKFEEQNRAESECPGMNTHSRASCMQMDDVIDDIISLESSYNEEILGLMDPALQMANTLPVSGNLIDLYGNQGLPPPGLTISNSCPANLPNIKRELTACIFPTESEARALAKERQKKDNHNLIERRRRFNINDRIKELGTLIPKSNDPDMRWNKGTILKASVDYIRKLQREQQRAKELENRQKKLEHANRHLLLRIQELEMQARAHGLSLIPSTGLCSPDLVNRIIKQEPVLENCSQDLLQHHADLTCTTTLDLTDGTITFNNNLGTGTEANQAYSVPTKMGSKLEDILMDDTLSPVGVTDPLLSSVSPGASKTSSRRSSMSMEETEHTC
TEAD-YAP inh: TEAD-YAP interaction inhibition, primary screen, TEAD-YAP interaction inhibitor project, luminescence, HEK-TIYL cells | hit rate 1.4% among 640,000 | TEAD-Gal4/YAP UAS-luciferase luminescence | AID 1259422, 2018 | inhibition, % at 9.12 µM; in the data active = inhibition above about 32%;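 also: 0% = median of test compound wells and 100% = reference inhibitor wells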
FBW7 act: FBW7 E3 ligase activators, primary screen, biochemical, AlphaScreen, human | AlphaScreen FBW7–phospho-cyclin E peptide binding, activator screen | normalized activity (activation), % at 26.1 µM | hit rate 0.13% among 650,000 | AID 1259310, 2017; in the data active = normalized activity above about 1.9%;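 also: purified mutant Fbw7 with reduced substrate affinity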
GPR151 ag: activators of human GPR151, primary screen, cell-based, PathHunter beta-arrestin, luminescence; PathHunter beta-arrestin GPR151 cells; activation, % at 11.2 µM; hit rate 1% among 650,000; AID 1508602, 2020; in the data active = activation above about 4.9%;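 also: 0% = median of compound wells and 100% = cells with positive control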
Target sequence (Q8TDV0 whole entry, looked up): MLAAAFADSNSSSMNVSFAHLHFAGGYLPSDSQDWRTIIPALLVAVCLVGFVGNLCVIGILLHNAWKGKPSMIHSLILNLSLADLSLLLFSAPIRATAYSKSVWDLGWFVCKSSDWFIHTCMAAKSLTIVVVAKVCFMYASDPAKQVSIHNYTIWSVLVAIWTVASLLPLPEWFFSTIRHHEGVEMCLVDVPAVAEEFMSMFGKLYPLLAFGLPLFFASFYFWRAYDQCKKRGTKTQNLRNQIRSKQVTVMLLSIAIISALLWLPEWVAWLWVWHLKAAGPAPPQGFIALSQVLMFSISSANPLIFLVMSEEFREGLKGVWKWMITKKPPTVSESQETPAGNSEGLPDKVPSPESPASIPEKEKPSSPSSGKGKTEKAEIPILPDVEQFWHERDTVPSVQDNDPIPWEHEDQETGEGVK
The depositor's hits bear a star; & = joins results of further samples.

Order of results – MITF inh	TEAD-YAP inh	FBW7 act	GPR151 ag
> CCCC(=O)Nc1ccccc1NC(=O)c1cc(C)ccc1C
    7	4	0.1	0.0
> COc1ccc2[nH]cc(S(=O)(=O)c3ccc(F)cc3)c(=O)c2c1
    -14	-2	0.0	-1.0
> CC1=NN(C(=O)c2ccc(I)cc2)C(O)(C(F)(F)F)C1 (stereo not drawn)
    29	-2	0.2	0.7
> Cn1ccnc1C1CCCCN1C(=O)CCc1nnc(CCCc2ccccc2)o1 (stereo not drawn)
    13	-49	-0.1	0.3
> CN(CCC#N)C(=S)NC(=O)c1ccc(S(=O)(=O)N2CCOCC2)cc1
    2	7	-0.1	-1.1
> CCOC(=O)COc1ccccc1/C=C1\C(=O)NN(c2ccccc2)C1=O
    1	-4	0.2	2.0
> O=C(Cc1c[nH]c2ccccc12)N/N=C/c1ccc([N+](=O)[O-])cc1
    5	1	0.1	1.0
> C/C(CC(=O)Nc1ccc(Cl)c(Cl)c1)=N\NC(=O)c1ccccc1
    -10	-59	-0.1	-2.2
> COc1ccc(-c2cn3c4ccccc4nc3n2CCN2CCOCC2)cc1
    6	-2	-0.2	-0.9
> COc1cccc(C2CC(c3ccc(OC)c(OC)c3OC)n3nnnc3N2)c1 (stereo not drawn)
    0	7	0.0	-1.1
> Cc1ccc(C(=O)Oc2cccc(C3C4=C(CC(C)(C)CC4=O)NC4=C3C(=O)c3ccccc34)c2)cc1 (stereo not drawn)
    22	-6	0.6	0.5
> CCOC(=O)c1ccc(NC(=O)c2sc(NC(=O)c3cccc(Cl)c3)c(C(=O)OCC)c2C)cc1
    3	-4	-0.1	-0.1
> CCOC(=O)C1=NNC(C(=O)c2ccccc2)C1c1ccc(Br)cc1 (stereo not drawn)
    -3	9	0.3	0.1
> CC(=O)C(C(C)=O)(N1CCOCC1)N1CCOCC1
    -5	-4	0.0	0.1
> CCC(CO)NCc1ccc(OC)c(Cl)c1 (stereo not drawn)
    2	-2	0.4	-0.8
> O=C(NC1CC1)c1ccc2nc(Nc3cnccn3)sc2c1
    3	-2	-0.1	1.3
> COc1ccc2cc(-c3nc4ccccc4[nH]3)c(=Nc3cccc(C#N)c3)oc2c1
    -1	-70	-0.1	0.2
> O=c1[nH]c(=O)n(-c2ccccc2)c(O)c1C=Nc1ccccc1Cl
    -15	-1	0.1	-2.0
> CCOC(=O)c1cnn(-c2cc(C)ccc2C)c1CNCc1ccc(S(N)(=O)=O)cc1
    3	-2	0.1	1.9
> CCOC(=O)CCC(=O)Nc1c(C(=O)Nc2ccc(C)cc2)oc2ccccc12
    11	-11	0.9	1.2
> CC(O)(C#CC(O)(c1ccccc1)c1ccccc1)C1CC1 (stereo not drawn)
    -2	6	0.1	0.5
> CC(=O)Nc1ccc(S(=O)(=O)NCC2CCC(C(=O)NCc3cccnc3)CC2)cc1 (stereo not drawn)
    1	2	0.0	-0.3
> O=C(CCCC(=O)N/N=C/c1ccccc1C(=O)O)N/N=C/c1ccccc1C(=O)O
    -10	12	0.0	-0.4
> CCOC(=O)c1sc(NC(=O)CSc2nnc(CNC(=O)c3cccc(OC)c3)n2-c2ccc(F)cc2)c(C(=O)OCC)c1C
    8	-3	-0.1	0.3
> CCn1c(=O)c2c(nc3n(-c4cc(Cl)ccc4C)c(C)cn23)n(C)c1=O
    2	8	0.6	-0.3
> CCC(CC)C(=O)Nc1n[nH]c(=S)s1
    -6	5	0.1	0.6
> COc1ccc(CN2CCN(Cc3ccc(OC)c(OC)c3)CC2)cc1OC
    9	7	1.1	-0.2
> Nc1ccc(-c2nc3ccc(Cl)cc3[nH]2)cc1
    6	21	0.1	-3.5
> CCCNC(=O)CSc1nc2ccccc2n1CC(=O)N1CCOCC1
    17	-5	0.1	-0.3
> O=C1Sc2ccc(S(=O)(=O)Nc3ccc(O)cc3)c3cccc1c23
    2	-11	0.1	-0.5
> Cc1cccc(NC(=O)c2cccs2)n1
    6	-26	0.3	-2.3
> COc1ccc(-c2cnc3ccc(NCc4ccc5c(c4)OCO5)nn23)cc1
    -9	36*	0.0	-0.5
> COc1cccc(/C=N/NC(=O)c2cccnc2)c1O
    71*	23	0.0	-0.3
> CCOC(=O)N1CCN(CC(O)COCCC23CC4CC(CC(C4)C2)C3)CC1 (stereo not drawn)
    19	-4	0.0	-0.5
> CSc1ccc(C2N=C(c3ccc(C)cc3)CC(c3ccccc3O)N2)cc1 (stereo not drawn)
    5	-57	-0.2	-2.0
> NC(=O)c1c(NC(=O)Nc2ccc(Cl)c(Cl)c2)sc2c1CCC2
    9	1	0.2	0.8
> CC(=O)Nc1ccc(S(=O)(=O)N=S(C)(C)=O)cc1
    12	11	0.1	-1.9
> O=C(CSc1nnc(NC(=O)c2ccccc2Cl)s1)NC1CCCCC1
    0	-18	0.2	-0.6
> COc1ccc(CCNc2nc(OC)nc(-c3ccc(C(N)=O)cc3)n2)cc1
    17	-1	0.2	2.3
> COc1cc(/C=N\NC(=O)CNc2ccc(C)cc2)cc(OC)c1OC
    15	5	0.1	1.0

Whole records, quoted from the list.
Record of `COc1ccc(CCNc2nc(OC)nc(-c3ccc(C(N)=O)cc3)n2)cc1` = MITF inh: 17; TEAD-YAP inh: -1; FBW7 act: 0.2; GPR151 ag: 2.3
Record of `Cc1cccc(NC(=O)c2cccs2)n1` = MITF inh: 6; TEAD-YAP inh: -26; FBW7 act: 0.3; GPR151 ag: -2.3

More entries.
Structure | MITF inh | TEAD-YAP inh | FBW7 act | GPR151 ag
COc1ccc(C2=NN(c3nc(-c4ccc(C)c(C)c4)cs3)C(c3ccc(OC)cc3)C2)cc1 (stereo not drawn) | 27 | -63 | 0.3 | 2.2
COc1ccc(-c2[nH]ncc2-c2ccccc2)c(O)c1 | 9 | 1 | -0.1 | -0.8
Cc1c(CN2CCN(CC(C)(C)C)C(CCO)C2)[nH]c2ccccc12 (stereo not drawn) | -9 | -7 | -0.1 | 1.1
COc1ccc2cc1Oc1ccc(cc1)C[C@H]1c3c(cc4c(c3Oc3cc5c(cc3OC)CCN(C)[C@@H]5C2)OCO4)CCN1C | 11&4 | -13&-11 | -0.3&-0.1 | -2.0&-1.2
CCOC(=O)c1cnc2cc(C(F)(F)F)ccc2c1Nc1cc([N+](=O)[O-])ccc1OC | 1 | -6 | -0.1 | -0.6
CC(C)(C)c1csc2ncc(C(=O)Nc3ccc(Cl)c(Cl)c3)c(=O)n12 | 4 | -13 | 0.7 | 0.3
O=C(Nc1ccc2oc(-c3ccc(Cl)c(Cl)c3)nc2c1)c1cccc([N+](=O)[O-])c1 | -9 | -2 | 0.2 | -1.6
CC(=O)c1ccccc1OCC(O)CN1CCN(c2cccc(Cl)c2)CC1 (stereo not drawn) | -4 | 0 | 0.0 | -0.1
CN(C)S(=O)(=O)NCc1nc(N2CCCC2)c2cc(Cl)ccc2n1 | 16 | -5 | 0.3 | -1.0
COc1ccccc1-n1nnc(C(=O)N2CCCCC2)c1N | 14 | -1 | 0.1 | -0.3
CCC(Oc1ccccc1)C(=O)N1CCN(c2ccccc2)CC1 (stereo not drawn) | 14 | -9 | -0.1 | -1.2
O=C1/C(=C\c2ccc(F)cc2)N=C2CCCCCN12 | 4 | -21 | 0.1 | -0.4
CCC(CC)C(=O)Nc1nnc(C(C)C)s1 | 4 | 6 | 0.1 | 3.8
O=C(Nc1cc([N+](=O)[O-])ccc1F)NC1(C(F)(F)F)Oc2ccc(Cl)cc2O1 (stereo not drawn) | 0 | 5 | 0.0 | 1.4
CC(NC(=O)CSc1ccc2nnc(-c3cccnc3)n2n1)c1cccs1 (stereo not drawn) | 19 | 3 | 0.2 | 1.2
COCCNc1nc(SCc2ccc(F)cc2)nc2ccccc12 | 3 | -10 | 0.0 | 4.3
CC(O)CN(O)C(=O)c1ccccc1 (stereo not drawn) | 12 | 2 | -0.1 | 0.8
CC(=O)N1C(=O)C2(C(C#N)=C(N)Oc3n[nH]c(-c4ccccn4)c32)c2ccccc21 (stereo not drawn) | 15 | 2 | -0.5 | -0.5
CCCOc1c(Cl)cc(/C=C/C(=O)O)cc1OCC | -3 | 3 | -0.1 | -0.6
COc1cccc(/C=C2\N=C(c3ccc(C)cc3)OC2=O)c1 | 3 | 3 | -0.1 | 0.9
Cc1nc(SCc2nc(-c3ccc(Cl)cc3)oc2C)[nH]c(=O)c1C | -5 | 1 | -0.1 | 4.7
O=C(Nc1ccccc1[N+](=O)[O-])N1CCN(c2ccc3nncn3n2)CC1 | 6 | -7 | -0.2 | 0.3
Cc1cc(S(=O)(=O)N2CCOC23CCN(C(=O)C2CC2)CC3)ccc1F | 20 | 4 | 0.3 | -1.2
O=C(O)c1c2c(nc3ccc(S(=O)(=O)N4CCC(C(=O)O)CC4)cc13)CCC2 | 68* | -8 | 0.1 | 0.5
CCOC(=O)c1sc2nc(SCc3cc(F)cc4c3OCOC4)n(CC3CCCO3)c(=O)c2c1C (stereo not drawn) | -3 | -4 | 0.1 | 1.3
Cc1ccc(C(=O)Nc2sc3c(c2C(=O)N2CCCCCC2)CCC(C)C3)cc1 (stereo not drawn) | 8 | 4 | 0.0 | -0.5
O=C(C1=C(O)C(=O)N(CCCN2CCOCC2)C1c1cccc(Br)c1)c1cccs1 (stereo not drawn) | -24 | -11 | -0.1 | -0.4
CCOC(=O)CN1C(=O)C2(OCCCO2)c2cc(C)ccc21 | 5 | 6 | 0.0 | 5.7*
COc1cc(/C=N/N=C2\NC(=O)C(CC(=O)Nc3ccccc3)S2)ccc1O (stereo not drawn) | -2 | -19 | 0.0 | -0.7
CCN1CCN(CC(=O)Nc2ccc(Cl)cc2)C(=O)C1=O | 19 | 7 | 1.9* | -1.9
COc1ccccc1NC(=O)C1CC12CCN(Cc1cc(Cl)ccc1O)CC2 (stereo not drawn) | -2 | 2 | 0.1 | 1.0
O=C(N[C@H]1C[C@H]2C(=O)N[C@@H](CO)C(=O)N2C1)OCc1ccccc1 | 18 | -3 | 0.0 | -1.1
CCOC(=O)c1cc2c(=O)n3ccccc3nc2n(CCOC)c1=NC(=O)C1CCCCC1 | -3 | 37* | 0.4 | -2.0
CN(C)C(=O)c1cccc2c1NC(c1ccc(Cl)cc1Cl)C1CC=CC21 (stereo not drawn) | -2 | 2 | -0.2 | -0.8
Cc1cccc(N2C(=O)CNC2=S)c1 | 22 | 1 | 0.3 | -2.4
CCCc1[nH]nc2c1C(c1cccc(I)c1)C(C#N)=C(N)O2 (stereo not drawn) | 13 | -1 | -0.1 | -1.3
COc1ccccc1Oc1ccc(S(=O)(=O)Nc2ccncc2)cc1 | 13 | 7 | -0.1 | -1.5
CCN(CC)S(=O)(=O)N1CCCC(C(=O)NC2CCCCC2)C1 (stereo not drawn) | 6 | 8 | 0.0 | 3.3
CC(C)[C@@H](Cn1nnc2ccccc21)NC(=O)C1CC(=O)N(C)C1 (stereo partly drawn) | 9 | 2 | 0.2 | -0.6
Cc1[nH]n(-c2ccc(Cl)cc2)c(=O)c1/C=N/NC(=O)c1ccccc1[N+](=O)[O-] | 15 | -2 | 1.1 | -0.2
Cc1ccc(-n2c(SCC(=O)Nc3ccc(C)c(C)c3)nc(-c3ccccc3)c2-c2ccccc2)cc1 | 10 | 11 | 0.1 | -0.5
CC(C)CNC(=O)c1ccccc1NC(=O)Nc1ccccc1 | 3 | 9 | -0.1 | -0.9
Nc1nc(Cn2c(=O)oc3ccccc32)nc(N2CCCCC2)n1 | 15 | -25 | 0.2 | 0.7
CCN(CC)c1ccc(N=Cc2c(O)[nH]c(=S)[nH]c2=O)cc1 | 51* | 6 | -0.1 | -1.2
Cc1c(C(=O)Nc2cccc([N+](=O)[O-])c2)oc2ccc(F)cc12 | 7 | -22 | 0.2 | -0.6
O=C(CC1SC(=O)N(Cc2cccc(Cl)c2)C1=O)Nc1nccs1 (stereo not drawn) | 15 | 8 | 0.1 | 0.2
CC(=O)OC[C@H]1O[C@@H](Oc2ccc(C)cc2)[C@H](OC(C)=O)[C@@H](OC(C)=O)[C@@H]1OC(C)=O | 11 | 2 | -0.1 | 0.7
CC(C)c1csc2nc3n(c(=O)c12)CCCCC3 | 15 | -12 | 0.1 | -0.1

Structural class: those above containing bromine (2)
Structure | MITF inh | TEAD-YAP inh | FBW7 act | GPR151 ag
CCOC(=O)C1=NNC(C(=O)c2ccccc2)C1c1ccc(Br)cc1 (stereo not drawn) | -3 | 9 | 0.3 | 0.1
O=C(C1=C(O)C(=O)N(CCCN2CCOCC2)C1c1cccc(Br)c1)c1cccs1 (stereo not drawn) | -24 | -11 | -0.1 | -0.4

(continued)
Structure | MITF inh | TEAD-YAP inh | FBW7 act | GPR151 ag
CCOC(=O)C1=C(C)N(C)C(C)=C(C(=O)OCC)C1c1ccc(OC)cc1 | 11 | 5 | 0.1 | 3.5
COc1cccc(C2C(C#N)=C(N)Oc3c2ccc2ccccc32)c1 (stereo not drawn) | -26 | 58* | 0.1 | -0.2
CCOC(=O)c1sc(NC(=O)COc2ccccc2C(C)(C)C)c(C(=O)OCC)c1C | 2 | 5 | 0.0 | -1.3
CCc1nn(CC(=O)NC2CCCCCC2)c(=O)c2cc3sccc3n12 | 0 | -13 | 0.0 | 0.7
Cc1ccc(NC(=O)CCN2CCC(C(N)=O)CC2)cc1 | 0 | -6 | 0.3 | -0.7

Assay outcomes (PubChem BioAssay)
